NADH enzymes: inhibitors of PK/LDH coupling enzymes, profiling panel, artefact control, biochemical, MLSMR library; coupled PK/LDH NADH assays, four targets; IC50, µM (series often up to 10 µM), for the others: at the highest dose inhibition; 65,000 tested, 0.02% active; AID 774, 2007;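 active = single-dose screening hits from any of four coupled enzyme assays that gave an IC50 when retested across doses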;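 note: the DPM-DC format reads NADH fluorescence rather than 340 nm absorbance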
SF-1 act: activators of human SF-1, primary screen, cell-based, CHO-K1, Gal4-SF-1 LBD, luciferase luminescence; CHO-K1 Gal4-SF-1 LBD luciferase reporter; % increase over DMSO SF-1-specific signal; activation, % at 10 µM; 65,000 tested, 1.9% active;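 active = activation above the mean activation of all tested compounds plus 3 SD, cut at about 50% in these data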
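Material: Transient Gal4-SF-1 LBD reporter, CHO-K1 | Input: 4,000 cells/well | Dosing: One dose, 10 µM compound, 1% DMSO | Incubation: 20 h compound treatment, 37 °C | Detection: SteadyLite luciferase luminescence | Evaluation: Percent activation relative to DMSO median and mock-transfected background | Benchmarks: DMSO-treated SF-1-transfected cells as negative, DMSO-treated mock-transfected cells lacking SF-1 as background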
tolC growth inh: growth inhibitors of E. coli tolC mutant, primary screen, strain BW25113 ΔtolC::kan, 384-well; OD615; growth inhibition, % at 10 µM (by protocol); 65,000 tested, 2.2% active;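 active = growth inhibition at or above a cutoff equal to the mean over every tested compound plus 3 SD, cut at about 60% in these data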;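 note: growth measured after 20 h incubation at 37 °C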
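Test system – E. coli BW25113 ΔtolC::kan, tolC deletion mutant strain · Detection – OD at 615 nm · Buffer or medium – LB with kanamycin 50 µg/mL · Times – 20 h compound exposure of bacteria at 37 °C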
E coli RNAP: E. coli RNAP inhibitors, biochemical. DNA-directed RNA polymerase subunit beta (Escherichia coli (strain K12)), P0A8V2. E. coli RNA polymerase, fluorescence transcription assay. inhibition, %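 (tested at 10 µM)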. 62,000 tested, 0.2% active. AID 559, 2006; in the data active = inhibition above about 20%;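 note: 0% = enzyme without compound and 100% = no enzyme blank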
Target sequence (P0A8V2 whole entry, looked up): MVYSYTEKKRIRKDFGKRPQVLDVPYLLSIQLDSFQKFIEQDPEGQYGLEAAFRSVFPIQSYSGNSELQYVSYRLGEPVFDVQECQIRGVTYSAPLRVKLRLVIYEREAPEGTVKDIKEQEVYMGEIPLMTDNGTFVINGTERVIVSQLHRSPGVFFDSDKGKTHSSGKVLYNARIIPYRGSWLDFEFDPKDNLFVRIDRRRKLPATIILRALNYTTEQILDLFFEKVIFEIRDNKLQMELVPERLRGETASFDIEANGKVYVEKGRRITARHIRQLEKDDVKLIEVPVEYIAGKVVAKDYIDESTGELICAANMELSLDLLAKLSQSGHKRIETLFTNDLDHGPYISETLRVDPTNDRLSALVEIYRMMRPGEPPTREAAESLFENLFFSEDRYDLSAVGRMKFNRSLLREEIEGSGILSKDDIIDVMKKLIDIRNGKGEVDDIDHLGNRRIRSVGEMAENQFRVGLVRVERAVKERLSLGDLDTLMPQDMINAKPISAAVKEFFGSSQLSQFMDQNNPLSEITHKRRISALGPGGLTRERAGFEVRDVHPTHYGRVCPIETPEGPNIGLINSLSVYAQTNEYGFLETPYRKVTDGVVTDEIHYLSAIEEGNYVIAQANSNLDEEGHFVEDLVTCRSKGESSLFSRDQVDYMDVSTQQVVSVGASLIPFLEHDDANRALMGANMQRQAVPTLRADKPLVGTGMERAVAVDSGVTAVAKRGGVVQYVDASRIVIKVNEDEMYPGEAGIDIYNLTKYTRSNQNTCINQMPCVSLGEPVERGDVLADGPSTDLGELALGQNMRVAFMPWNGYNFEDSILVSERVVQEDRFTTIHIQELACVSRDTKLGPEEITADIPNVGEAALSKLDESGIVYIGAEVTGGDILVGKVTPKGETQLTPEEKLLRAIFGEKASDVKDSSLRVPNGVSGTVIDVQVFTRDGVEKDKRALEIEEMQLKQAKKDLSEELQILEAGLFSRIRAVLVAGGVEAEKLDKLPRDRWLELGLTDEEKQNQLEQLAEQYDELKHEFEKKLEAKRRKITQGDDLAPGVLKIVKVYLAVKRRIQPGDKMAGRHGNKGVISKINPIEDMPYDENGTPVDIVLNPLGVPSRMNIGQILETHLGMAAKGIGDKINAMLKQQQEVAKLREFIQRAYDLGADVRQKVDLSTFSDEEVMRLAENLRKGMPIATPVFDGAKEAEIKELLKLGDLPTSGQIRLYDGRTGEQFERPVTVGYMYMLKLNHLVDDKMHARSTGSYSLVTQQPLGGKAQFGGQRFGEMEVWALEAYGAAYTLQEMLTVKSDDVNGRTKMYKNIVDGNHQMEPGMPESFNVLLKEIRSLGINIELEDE
Fluor 339 460: intrinsic fluorescence of library compounds, ex339/em460 – biochemical, MLSMR library, data from DPM-DC assay, artefact control, profiling panel. 65,000 tested, 5.5% active. compound autofluorescence, ex339/em460 nm, NADH buffer; stronger effect = higher value; 1 = no-compound wells, NADH background. fluorescence fold increase at 10 µM;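 active = at 10 µM, mean starting fluorescence two-fold or more over control wells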;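 note: signal is the first read of a kinetic run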
M1 antag: antagonists of rat M1 muscarinic receptor. AID 628, 2007. 64,000 tested, 3.4% active. CHO-M1 cells, Fluo-4 calcium, ACh EC80 antagonist mode; stronger effect = lower value. B-score at 10 µM;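 active = calcium fluorescence response, raw or row-and-column corrected B-score, differing from the plate sample mean either way at a set confidence level, mostly lower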
RORA act: activators of orphan receptor RORA, primary screen, cell-based, luminescence | Nuclear receptor ROR-alpha (Homo sapiens), P35398 | CHO-K1 Gal4-RORA LBD luciferase reporter; percent increase over mock-subtracted basal signal | activation, % at 10 µM | 65,000 tested, 1.5% active;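 active = activation above the mean of all tested compounds plus 3 SD, cut at about 49% in these data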;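 note: 0% = DMSO-treated RORA cells and 100% = added signal equal to DMSO minus mock-transfected cells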
TNAP act DEA: human TNAP enzyme activators, primary screen, biochemical, luminescent, intermediate phosphate acceptor level; Alkaline phosphatase, tissue-nonspecific isozyme (Homo sapiens), P05186; purified TNAP, CDP-star luminescence, 100 mM DEA, 30 min; stronger effect = higher value; scale: 0 levamisole-inhibited, 1 vehicle-only enzyme; activation factor at 20 µM; 64,000 tested, under 10 active;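 active = activation factor of at least 2 at 20 µM, relative to controls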
M1 agonist: M1 muscarinic receptor agonists, primary screen, CHO-M1 cells, Fluo-4 calcium, agonist mode; Fluo-4 calcium fluorescence; stronger effect = higher value; B-score at 10 µM; 64,000 tested, 3% active;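 active = fluorescence rise, raw or as B-score row- and column-corrected plate score, outside the 99.7% band of its plate's samples, either direction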
* marks the source's active call; other numbers are inactive results; / = not tested or not shown; [ ] = dose if it differs, or a comment.

SMILES	NADH enzymes	SF-1 act	tolC growth inh	E coli RNAP	Fluor 339 460	M1 antag	RORA act	TNAP act DEA	M1 agonist
Cc1ccc(-n2c3c(cc(C(=O)NCc4ccco4)c2=O)C(=O)CC(C)(C)C3)cc1	11%	5	3	4	1.2	-0.059	-14	0.9	1.1
COc1ccc2nc(NC(=O)CCn3cccc3)sc2c1	3%	-2	-3	9	1.1	-1.4	12	1	0.04
O=C(NC1(O)C(=O)c2ccccc2C1=O)c1ccccc1	3%	6	-18	-1	1.1	-0.014	0	1	0.61
Cc1nc2scc(-c3ccccc3)c2c(=O)n1N	5%	-12	-8	-2	1.1	0.14	-13	0.9	-0.17
O=C(NCCc1ccccn1)c1ccc(S(=O)(=O)N2CCCCCC2)cc1	6%	-12	5	4	1	0.026	3	0.9	-0.84
CCNC(=O)CC1C(=O)N(c2ccc(F)cc2)C(=O)N1Cc1ccccn1 (stereo not drawn)	4%	-2	-11	6	1.1	0.034	-12	0.9	0.27
c1ccc2c(c1)[nH]c1c(NCC3CCCO3)ncnc12 (stereo not drawn)	11%	6	27	0	2.8*	-0.46	0	0.9	0.028
CCOC(=O)C(NCc1ccccn1)(NC(=O)c1cccnc1)C(F)(F)F (stereo not drawn)	5%	-3	-23	12	1.1	-0.1	-2	0.9	-0.42
COc1cc(C(=S)N2CCCC2)cc(Cl)c1O	1%	-7	-16	12	1.1	-2*	-7	0.9	-0.011
CCN(CC(=O)N1CCCCCC1)S(=O)(=O)c1ccc(Cl)cc1	0%	9	-2	5	1.1	0.086	-8	0.9	-0.87
COC(=O)c1ccc(-c2ccc(C(=O)N3CCCN(C)CC3)cc2)cc1	3%	-2	-5	-1	1.1	0.58	-3	0.9	-0.052
c1ccc(-c2noc(CN3CCN(C(c4ccccc4)c4ccccc4)CC3)n2)cc1	3%	-4	25	9	1.1	-0.42	-17	1	-0.3
C=C(C)CSc1nnc([C@@H]2CCCN2C(=O)OC(C)(C)C)o1	1%	6	-9	3	1.1	0.0043	-13	1	-0.6
Cc1cc(NC(=O)c2ccccc2Oc2ccccc2)no1	3%	-10	-9	8	0.99	-0.87	-1	0.9	0.0016
CCCCCC(=O)Nc1ccc2oc(-c3cccnc3)nc2c1	12%[fluoresces]	29	5	/	3.7*	0.66	-5	/	-1.1

Whole records from above.
Shown for `c1ccc2c(c1)[nH]c1c(NCC3CCCO3)ncnc12` (stereo not drawn) : NADH enzymes = 11%; SF-1 act = 6; tolC growth inh = 27; E coli RNAP = 0; Fluor 339 460 = 2.8*; M1 antag = -0.46; RORA act = 0; TNAP act DEA = 0.9; M1 agonist = 0.028
Shown for `CCNC(=O)CC1C(=O)N(c2ccc(F)cc2)C(=O)N1Cc1ccccn1` (stereo not drawn) : NADH enzymes = 4%; SF-1 act = -2; tolC growth inh = -11; E coli RNAP = 6; Fluor 339 460 = 1.1; M1 antag = 0.034; RORA act = -12; TNAP act DEA = 0.9; M1 agonist = 0.27
Shown for `Cc1ccc(-n2c3c(cc(C(=O)NCc4ccco4)c2=O)C(=O)CC(C)(C)C3)cc1` : NADH enzymes = 11%; SF-1 act = 5; tolC growth inh = 3; E coli RNAP = 4; Fluor 339 460 = 1.2; M1 antag = -0.059; RORA act = -14; TNAP act DEA = 0.9; M1 agonist = 1.1

(continued)
SMILES	NADH enzymes	SF-1 act	tolC growth inh	E coli RNAP	Fluor 339 460	M1 antag	RORA act	TNAP act DEA	M1 agonist
C=CCn1c(N)c(C(=O)OC(C)CC)c2nc3ccccc3nc21 (stereo not drawn)	8%[fluoresces]	-5	22	-21	2.1*	0.39	-15	0.9	0.57
COc1cccc2c(=O)n(CC(=O)NC3CCCC3)ccc12	8%	-12	-1	6	1.4	0.077	3	1	0.32
CC(C)(C)OC(=O)N1CCC(c2c(C(=O)O)cnn2-c2ccccc2)CC1	9%	-6	2	-2	1.1	0.98	18	0.9	0.18
O=C(NC1CC2CCCC(C1)N2C(=O)Nc1ccccc1)c1ccncc1 (stereo not drawn)	5%	-7	-18	4	1	-0.086	8	0.9	-0.077
Cc1nn(Cc2ccccc2)c(C)c1CCC(=O)O	2%	7	-9	0	1.1	-0.72	-5	0.9	0.29
CCOC(=O)C1=C(c2ccccc2)N2CCS(=O)(=O)N=C2S1	1%	7	-13	1	1	0.77	-10	0.8	0.035
Cc1ccc(C(=O)N(CN2CCCC2=O)c2ccccc2)cc1C	5%	4	-8	3	1	0.14	16	0.9	-0.61
CCOC(=O)c1ccc(NS(=O)(=O)c2cc(C)ccc2OC)cc1	3%	-11	2	11	1.1	0.31	2	0.9	-1.4
COc1ccc(C)cc1NC(=O)C1CC(=O)N(Cc2ccco2)C1 (stereo not drawn)	6%	-14	-8	6	1.1	0.038	-21	1	-0.69
CCOC(=O)Nc1ccc2c(CN3CCN(S(=O)(=O)c4ccccc4)CC3)cc(=O)oc2c1	7%	3	1	5	1.6	-0.51	-8	/	-0.095
O=C(CN1CCN(c2ccccc2F)CC1)c1ccc2c(c1)OCO2	7%	17	-6	-1	1.3	-0.3	-15	0.9	-0.66
Cc1noc(C)c1S(=O)(=O)N1CCC(C(=O)Nc2ccccn2)CC1	4%	-6	-11	8	1.1	-0.07	-18	0.9	-0.33
CCOC(=O)C1CCN(c2ncnc3c2[nH]c2cccc(OC)c23)CC1	13%[fluoresces]	-9	18	-10	3.7*	-0.58	12	0.9	-0.32
COc1cc(-c2nnn(CC#N)n2)ccc1OCc1ccccc1	5%	41	5	10	1.1	-0.89	35	0.9	-0.84
Cc1ccc(NC(=O)c2cc(C)on2)cc1	5%	60*	-9	7	1.1	0.2	30	0.9	-1
COc1ccc(-c2cc(-n3c(C(F)(F)F)nc4ccccc43)n(CCC#N)n2)cc1	4%	2	37	-4	1	0.29	16	1	0.078
CCCS(=O)(=O)N1CCN(c2ccccc2F)CC1	1%	-6	3	/	1.1	0	-14	0.9	1.9
CCN(CC)c1cccc(OCC(=O)N(C)CCC#N)c1	4%	12	-5	4	1.2	1.2	-1	1	0.37
O=C(COC(=O)Cn1cnc2ccccc21)NCCc1ccccc1	4%	-11	-7	-2	1.1	0.56	18	0.9	-0.052
Cc1cc(=O)n2[nH]c(-c3ccc(F)cc3)cc2n1	3%	37	-6	7	1.4	-0.19	21	0.9	1.6
O=C(c1nc2ccccc2s1)N1CCSCC1	6%	6	-5	12	1.2	0.83	33	0.9	0.45
CCOC(=O)c1c(NC(=O)COC)sc(C(C)=O)c1C	6%	20	10	10	1.1	-0.15	0	0.9	0.08
COc1ccc(NC(=O)CN2CCN(c3ccc(F)cc3)CC2)cc1Cl	5%	-1	2	11	1.1	0.13	-16	1.1	0.77
CN1CCN(CC(=O)Nc2sc3c(c2C#N)CCC(C(C)(C)C)C3)CC1 (stereo not drawn)	4%	17	-5	17	1.1	-2.4*	18	0.9	-0.21
Cc1cccc(OCc2nnc3n2CCCCC3)c1	4%	1	5	4	1.1	-0.95	3	1	1.8
COC(=O)C1C(O)=C(C(C)=N)C(=O)CC1(C)C (stereo not drawn)	6%	2	-13	9	1	0.91	1	0.9	-1
CCOC(=O)c1c(NC(N)=O)sc(C)c1C	2%	-17	-5	8	1.1	1.1	14	0.9	0.019
Cc1cc(-c2ccco2)c(C#N)c2nc3ccccc3n12	5%[fluoresces]	10	81*	3	2.2*	0.35	32	1	11*
CC(=O)Oc1cc2oc(=O)cc(C)c2cc1OC(C)=O	9%[fluoresces]	2	3	-30	2.2*	0.3	-21	0.6	-0.036
COc1ccc(CNC(=O)CSc2nnnn2Cc2ccccc2)cc1	6%	23	4	7	1	0.97	32	1	-0.67
CCCn1c(O)c(CN2CCCCC2)c(C)c(C#N)c1=O	3%	3	-9	9	1.5	0.72	4	0.9	-0.13
Cn1c(=O)[nH]c(=O)c2c1ncn2CCCc1ccccc1	4%	8	-6	4	1.1	0.15	-12	1.1	0.099
COc1ccc(CNc2ccc(S(N)(=O)=O)cc2)c(OC)c1OC	3%	1	-11	0	1	-0.58	-21	0.9	0.79
Nn1c(SCC(=O)Nc2ccc3c(c2)OCCO3)nnc1-c1ccccn1	0%	1	0	13	1.1	1	-14	0.9	-0.58
O=C(Nc1cccc2nsnc12)C1CC(=O)N(c2ccccc2)C1 (stereo not drawn)	7%	-24	-7	2	1.4	0.015	-4	0.9	-2.7*
C=CCn1c(SCc2nc3ccccc3[nH]2)nnc1-c1ccncc1	2%	6	-19	1	1.4	-16*	16	0.9	-0.45
O=C(c1ccccc1)c1nc[nH]c1C(=O)Nc1ccccc1	1%	-27	-9	7	1.1	0.95	15	0.9	0.34
O=c1[nH]c2cc3c(cc2cc1C(c1nnnn1Cc1ccccc1)N1CCCc2ccccc21)OCO3 (stereo not drawn)	3%	2	-9	-9	1.4	0.077	-17	0.9	-1.9
CCS(=O)(=O)N1CCC(C(=O)NCc2ccc(F)cc2)CC1	5%	-6	-16	8	1.9	-0.36	3	0.9	0.046
CCCCN=C(C)c1c(O)c2ccccc2oc1=O	7%	39	13	8	1	-0.075	16	0.9	-1.3
Cc1ccc(S(=O)(=O)NC2=NCN(C3CCN(Cc4ccccc4)CC3)CN2)cc1	6%	-1	-1	13	1.1	-3.2*	10	1	0.59
Cc1ccc2cc(C#N)c(NCCNC(=O)C3CCC3)nc2c1C	12%	-5	4	-5	3.1*	0.71	3	0.9	-0.9
Clc1ccccc1-c1nnc2sc(-c3ccco3)nn12	5%	-9	9	-2	1.1	-0.48	10	1	-0.35
CCOC(=O)N1CCN(C(=O)c2cc3sccc3n2C)CC1	5%	10	2	3	1	-0.086	-1	1	1.1
COC(=O)CC(=O)Cc1nc(N)nc(Nc2ccc(C)c(C)c2)n1	1%	-9	17	13	1.1	0.57	-21	1	-0.77
O=C(c1cc2ccccn2n1)N1CCN(c2cccc(C(F)(F)F)c2)CC1	3%	0	5	2	1.1	-0.64	-18	0.9	-1.5
CCCCn1c(-c2ccccc2)nnc1-c1ccccc1	4%	12	21	0	1.1	-0.28	1	0.9	0.064
CCC(C)(C)n1nnnc1C(c1cc2cc3c(cc2[nH]c1=O)OCO3)N1CCN(C)CC1 (stereo not drawn)	11%[fluoresces]	13	-17	0	3.8*	-0.66	-13	1	-0.33
CCOC(=O)c1sc2nc(SCC(=O)NCc3ccco3)n(Cc3ccccc3)c(=O)c2c1C	5%	-5	-6	8	1.7	-0.93	5	0.9	0.019
Cc1ccc(NC(=O)c2c(C)nc(Nc3nc4ccccc4o3)nc2C)cc1	7%	4	0	9	1	/	-28	1	/
COCCN1C=C(C(=O)OC)C(c2cc3c(cc2Br)OCO3)C(C(=O)OC)=C1	4%	-9	3	3	1.5	0.26	-3	1	-0.038
CC(CNC(=O)c1ccc(Br)o1)NC(=O)c1ccc(Br)o1 (stereo not drawn)	6%	0	-13	17	1	-0.11	-23	0.9	-0.28
CCOc1ncccc1C(=O)OCC(=O)Nc1ncc(C(F)(F)F)cc1Cl	2%	4	-4	-7	1.1	0.67	2	0.9	-1.1
